# Screening data: PubChem, several laboratories
# Mtb FBA inh = Mtb fructose-bisphosphate aldolase inhibition | purified M. tuberculosis FBA, fluorescence read-out | inhibition, % at 1 µM | P9WQA3 | actives 2.3% (n = 360,000); in the data active means inhibition above about 27%;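 further: 0% = vehicle and 100% = reference inhibitor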
# Target sequence (P9WQA3 whole entry, looked up): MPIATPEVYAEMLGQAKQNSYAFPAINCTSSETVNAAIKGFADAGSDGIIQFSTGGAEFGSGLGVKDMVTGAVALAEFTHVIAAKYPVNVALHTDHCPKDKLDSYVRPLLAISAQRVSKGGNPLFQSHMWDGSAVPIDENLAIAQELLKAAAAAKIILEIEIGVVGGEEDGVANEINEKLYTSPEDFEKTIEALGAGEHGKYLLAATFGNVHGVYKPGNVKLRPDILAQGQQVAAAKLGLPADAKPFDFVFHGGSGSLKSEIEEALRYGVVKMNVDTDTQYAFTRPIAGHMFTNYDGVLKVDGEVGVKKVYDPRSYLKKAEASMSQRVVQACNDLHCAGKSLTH
# Rv3671c protease = Rv3671c (M. tuberculosis) protease inhibition. P9WHR9. inhibition, % at 5.96 µM. AID 2606. actives 0.048% (n = 320,000); in the data active means inhibition above about 38%;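 further: extracellular domain of Rv3671c used as enzyme; 0% = enzyme with DMSO and 100% = no enzyme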
# VHR inh abs = inhibitors of human VHR1 phosphatase (DUSP3) | recombinant VHR phosphatase, pNPP absorbance | AID 1654 | inhibition, % at 13.3 µM | P51452 | actives 0.52% (n = 290,000); in the data active means inhibition above about 50%; further: some compounds called inactive have numbers as strong as hits
# Target sequence (P51452 whole entry, looked up): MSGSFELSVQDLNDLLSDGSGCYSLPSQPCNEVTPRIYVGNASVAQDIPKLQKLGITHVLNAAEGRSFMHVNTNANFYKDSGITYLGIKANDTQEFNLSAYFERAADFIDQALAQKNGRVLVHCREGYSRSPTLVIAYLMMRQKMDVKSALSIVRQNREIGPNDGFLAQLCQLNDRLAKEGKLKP
# BoNT-F LC inh = inhibitors of Botulinum neurotoxin F light chain protease; AID 588497; inhibition, % at 10 µM; Multiplex microsphere protease cleavage assay, flow cytometry; actives 0.22% (n = 360,000); in the data active means inhibition above about 35%, passing the limit was not always enough; inconclusive means no clear call, values can overlap the other calls; further: plate controls were buffer without enzyme for full effect and enzyme alone for no effect
# FadD28 FP inh = inhibitors of Mycobacterium tuberculosis FadD28 bisubstrate binding; FadD28 bisubstrate probe binding, fluorescence polarization; inhibition, % at 12.5 µM; actives 0.22% (n = 360,000); AID 588549; in the data active means inhibition above about 8.5%, passing the limit was not always enough; inconclusive means no clear call, values can overlap the other calls
# MazF activator = activators of E. coli MazEF toxin-antitoxin RNase; P0AE70; FAM/BHQ RNA-DNA oligo cleavage fluorescence, 5 h; AID 504720; actives 0.32% (n = 350,000); activation, % at 20 µM; in the data active means activation above about 50%
# Target sequence (P0AE70 whole entry, looked up): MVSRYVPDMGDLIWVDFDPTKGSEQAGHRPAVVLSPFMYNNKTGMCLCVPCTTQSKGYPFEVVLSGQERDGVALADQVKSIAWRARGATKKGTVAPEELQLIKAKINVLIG
# GDH-TPI inh = counter-screen for M. tuberculosis FBA inhibitors: GDH-TPI coupled enzymes | GDH-TPI coupled enzyme counterscreen, NADH absorbance | inhibition, % at 4.8 µM | actives 1.2% (n = 360,000) | AID 588335;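 further: 0% = DMSO wells and 100% = wells lacking the enzyme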
# Mtb UGM inh = Mtb UDP-galactopyranose mutase inhibition | inhibition, % at 10 µM | P9WIQ1 | AID 504406 | purified UGM, fluorescence polarization probe displacement | actives 0.06% (n = 320,000); in the data active means inhibition above about 10%, passing the limit was not always enough; inconclusive means no clear call, values can overlap the other calls
# Target sequence (P9WIQ1 whole entry, looked up): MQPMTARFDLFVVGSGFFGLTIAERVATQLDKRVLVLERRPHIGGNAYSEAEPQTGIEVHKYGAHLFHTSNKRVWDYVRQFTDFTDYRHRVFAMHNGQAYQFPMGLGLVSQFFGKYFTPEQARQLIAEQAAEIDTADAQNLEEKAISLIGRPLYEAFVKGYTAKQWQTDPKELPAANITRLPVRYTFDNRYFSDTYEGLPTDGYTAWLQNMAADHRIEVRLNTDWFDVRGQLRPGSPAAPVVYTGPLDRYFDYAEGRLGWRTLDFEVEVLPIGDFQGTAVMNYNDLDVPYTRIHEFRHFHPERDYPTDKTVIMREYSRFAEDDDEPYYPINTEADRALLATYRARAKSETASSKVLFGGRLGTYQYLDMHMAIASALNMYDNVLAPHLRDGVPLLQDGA
# Mtb BioA inh = blocks M. tuberculosis BioA enzyme activity | purified M. tuberculosis BioA enzyme, plate reader | inhibition, % at 9.99 µM | actives 0.096% (n = 360,000); in the data active means inhibition above about 40%; inconclusive means no clear call, values can overlap the other calls
# CCHFV vOTU inh = blocks the CCHF virus ovarian tumor domain protease | actives 0.55% (n = 370,000) | inhibition, % at 11.5 µM | CCHFV vOTU protease, Pep-AMC fluorescence; further: 0% = vehicle wells with enzyme and 100% = no enzyme wells
# Starred values were filed as active, the others as inactive; ? = inconclusive; / = not tested or not shown; & = joins results of further samples. Unless noted, no stated cut-off is given here; in the data, active means inhibition above about 30%; inactive means the rest.
entry	Compound	Mtb FBA inh	Rv3671c protease	VHR inh abs	BoNT-F LC inh	FadD28 FP inh	MazF activator	GDH-TPI inh	Mtb UGM inh	Mtb BioA inh	CCHFV vOTU inh
1	Cc1ccc(CN2CCN(Cc3ccc(OCCO)cc3)CC2CCO)o1 (stereo not given)	2.3	-3.8	35.0	-3.2	0.0	-8.1	-6.5	0.0	/	-14.9
2	COC(=O)c1c(C)nc2ccccc2c1C(=O)O	8.7	1.1	3.8	-0.7	-0.5	-4.9	6.1	-1.1	/	8.1
3	COc1ccccc1COCC(O)CN(Cc1ccco1)Cc1ccccc1O (stereo not given)	-2.4	-1.9	-7.2	2.3	-0.7	-10.5	4.7	-1.5	/	10.9
4	CN1CCN(c2ccc(Cl)cc2NC(=O)c2ccc([N+](=O)[O-])cc2)CC1	0.6	-5.9	26.3	-0.9	0.9	7.5	14.0	3.2	-1.0	11.5
5	OCCn1c(Cl)nc2ccccc21	-8.7	2.8	13.3	?	-3.6	-9.4	9.6	2.9	0.5	-7.1
6	O=C(COc1cccc2cccnc12)NCC(F)(F)F	-2.2	5.0	12.8	-15.8	0.2	11.1	8.6	-1.1	-3.3	20.4
7	Cc1ccccc1COC(=O)CN1C(=O)NC2(CCCC2)C1=O	-0.5	4.8	/	0.1	-4.9	0.2	-2.1	2.0	-1.4	1.1
8	CCc1ccc2c(c1)NC(=O)C2(C)Cc1cccc(F)c1 (stereo not given)	-1.6	/	/	2.0	-1.0	/	7.1	/	-0.2	12.6
9	CCOC(=O)c1ccc2[nH]c3c(c2c1)CCCC3O (stereo not given)	-2.3	2.1	-0.4	-4.0	-1.5	14.7	-4.1	0.7	/	15.6
10	O=C(CCCc1ccccc1)N=C1SC2CS(=O)(=O)CC2N1c1ccccc1F (stereo not given)	0.3	-4.1	-6.5	-4.6	-0.1	6.7	-1.5	-0.8	0.0	0.4
11	CCOP(=O)(OCC)C(c1ccccc1)N(C)C=O (stereo not given)	2.7	-0.8	-1.1	-11.1	-0.1	-3.8	-2.4	0.3	-3.6	2.6
12	O=C(Cn1[nH]c(=O)c2ccccc2c1=O)N1CC=C(c2ccccc2)CC1	-0.8	-4.1	20.8	10.4	-4.3	0.5	-5.9	1.1	15.2	5.5
13	Cc1cccc(N(C(=O)CCC(=O)Nc2ccccn2)C(C(=O)NC(C)C)c2ccc(O)cc2)c1 (stereo not given)	2.3	4.4	10.3	-1.6	-2.3	1.0	-0.4	0.3	-1.3	6.5
14	COc1ccc(C2=NOC(Cn3nc(-c4ccccc4)cc3C(=O)NCc3ccc(C)cc3)C2)cc1 (stereo not given)	-4.3	1.4	/	-4.2	-3.0	-29.7	4.3	-0.7	-0.5	-0.9
15	CCOC(=O)CC(=O)Nc1c(C)cc(C)cc1C	2.8	-6.7	13.3	2.9	-0.6	5.7	7.2	1.9	-1.1	/
16	Cc1cccc2cc(CN(CC3CCCO3)C(=O)NC3CCCCC3)c(=O)[nH]c12 (stereo not given)	5.2	2.1	-4.0	-10.3	-3.1	0.1	-0.3	-1.2	-1.1	12.2
17	Cc1nc(Nc2ccc3c(c2)OCCO3)c2c(C)c(C)sc2n1	1.3	3.6	23.4	-3.2	1.0	10.4	6.4	-2.1	/	-2.7
18	Cc1nn(CC#N)c(=O)n1N(C)c1ncc(C(F)(F)F)cc1Cl	1.0	-0.9	4.2	2.3	-3.8	7.6	-4.4	-1.0	0.6	-11.4
19	C/C(N)=C(/C#N)C(=O)COC(=O)c1cc(S(=O)(=O)N2CCCCC2)ccc1C	-1.3	-9.7	-0.6	-7.3	-3.4	5.3	-9.8	1.5	1.6	10.8
20	CCC1CC(CSc2ncn[nH]2)OC1=O (stereo not given)	1.0	-4.0	31.5	2.9	-0.1	5.2	3.1	-3.9	-0.3	11.7
21	O=C(Cn1nnc(-c2ccccc2NC(=O)c2ccccc2F)n1)NCc1ccco1	-1.6	-9.4	7.8	-0.6	-1.7	-10.7	0.0	1.3	-0.7	10.6
22	Cc1ccc(CSc2nnc(-c3cccc4ccccc34)o2)cc1	2.1	0.3	/	0.7	-4.8	-3.6	-6.7	-2.3	0.1	-8.9
23	CCN(CC)c1ccc(C(=O)Nc2ccccc2)cc1[N+](=O)[O-]	1.2	-13.8	-10.5	-7.1	0.9	6.7	3.8	3.7	/	11.9
24	CC1CCCN(CCCNC(=O)c2ccc(CS(=O)(=O)Cc3cccc(Cl)c3)o2)C1 (stereo not given)	0.7	3.4	29.6	0.7	-1.8	2.9	-1.5	0.5	2.7	2.2
25	O=C(Nc1nnc(C2CCCO2)s1)c1cccs1 (stereo not given)	-5.8	-0.2	2.6	4.9	0.1	5.8	3.4	-2.1	0.2	-2.3
26	COc1ccc(CCN2C(=O)C3C4CCC(C4=C(C)C)C3C2=O)cc1OC (stereo not given)	0.2	-13.8	-1.7	-3.4	-2.0	-0.6	-7.9	-1.8	/	-8.8
27	O=C(CCc1ccccc1)NCC(c1ccco1)N1CCc2ccccc21 (stereo not given)	-0.9	8.3	/	12.5	-1.3	-2.7	-3.2	-0.3	1.0	-2.6
28	O=C1NCCCC2c3cc(O)c4ccccc4c3OC12N1CCCCC1 (stereo not given)	/	-93.8	7.1	/	/	/	/	1.0	/	92.4*
29	C[C@H]1CN([C@@H](C)CO)C(=O)c2cccc(NC(=O)C3CC3)c2O[C@H]1CN(C)Cc1ccc(C(F)(F)F)cc1	-0.6	2.9	/	1.8	0.7	3.1	7.8	2.2	3.6&3.6	-0.8
30	C=CCOc1nc2c(c(=O)n(C)c(=O)n2C)n1C	4.2	1.2	-1.4	12.5	-2.1	-2.3	8.3	0.5	-0.3	-11.6

# Profiles, quoted from the list:
# O=C(Cn1nnc(-c2ccccc2NC(=O)c2ccccc2F)n1)NCc1ccco1 in the list: Mtb FBA inh = -1.6; Rv3671c protease = -9.4; VHR inh abs = 7.8; BoNT-F LC inh = -0.6; FadD28 FP inh = -1.7; MazF activator = -10.7; GDH-TPI inh = 0.0; Mtb UGM inh = 1.3; Mtb BioA inh = -0.7; CCHFV vOTU inh = 10.6
# COc1ccc(CCN2C(=O)C3C4CCC(C4=C(C)C)C3C2=O)cc1OC (stereo not given) in the list: Mtb FBA inh = 0.2; Rv3671c protease = -13.8; VHR inh abs = -1.7; BoNT-F LC inh = -3.4; FadD28 FP inh = -2.0; MazF activator = -0.6; GDH-TPI inh = -7.9; Mtb UGM inh = -1.8; Mtb BioA inh = /; CCHFV vOTU inh = -8.8

# The list goes on.
entry	Compound	Mtb FBA inh	Rv3671c protease	VHR inh abs	BoNT-F LC inh	FadD28 FP inh	MazF activator	GDH-TPI inh	Mtb UGM inh	Mtb BioA inh	CCHFV vOTU inh
31	CCc1cccc(NC(=O)CC2SC(N3CCCC3)=NC2=O)c1 (stereo not given)	-2.1	3.4	/	-6.6	-0.7	-3.6	-1.0	0.7	1.2	-2.6
32	O=[N+]([O-])c1cccc(C2NCC(c3ccccc3Cl)c3c2[nH]c2ccccc32)c1 (stereo not given)	4.3	-10.5	36.9	-3.9	-4.5	5.3	1.9	1.1	/	-6.7
33	COc1ccc(-n2c(SCC(N)=O)nc3sc4c(c3c2=O)CCN(C)C4)cc1	35.5*	8.2	19.1	/	-2.4	-7.6	34.6*	-1.1	?	6.5
34	COc1cc([N+](=O)[O-])ccc1NC(=S)N1CCN(c2ccccn2)CC1	0.7	5.7	42.9	4.2	-0.7	-10.9	5.4	0.0	/	4.9
35	Cc1ccccc1-c1ocnc1C(=O)Nc1ccccc1NC(=O)c1ccccn1	-5.8	5.0	-13.7	8.4	/	1.1	-5.7	0.5	-0.5	2.4
36	COc1cc(/C=C/C(=O)OCC(=O)NCc2ccco2)ccc1OC(F)F	6.8	-1.8	-3.0	-3.9	-4.0	5.0	0.7	-1.6	-0.3	7.3
37	Cc1cc2c(c(C)c1Br)C(c1ccc3c(c1)OCO3)CC(=O)O2 (stereo not given)	-0.1	/	/	-7.9	-0.5	-2.2	8.2	/	-0.8	-2.0
38	Clc1cccc(Cl)c1CNC1CCCC1	0.7	7.1	-2.0	4.7	-3.6	-2.3	-7.2	4.7	-2.4	9.7
39	COc1ccc(OC)c(NC(=O)Cn2cc(C#N)c3cc(Br)ccc32)c1	-0.6	-10.0	-3.9	-1.7	-5.0	4.3	-9.5	-0.2	/	17.7
40	O=C1CN=C(c2ccccc2Cl)c2cc(Br)ccc2N1	1.0	-1.6	/	1.1	-3.8	-1.3	11.6	-0.4	/	2.7
41	CCN(CC)c1ccc(-n2cc3c(=O)n(C)c(=O)n(C)c3c2)cc1	20.4	-7.1	3.6	-4.5	-0.1	-6.6	16.7	-1.3	1.5	2.9
42	CC1(C)CC(NC(=O)C2CCCCC2)CC(C)(C)N1	-2.1	/	12.2	-6.7	0.3	1.7	12.4	-0.9	-3.4	12.2
43	Cc1ccccc1NC(=O)C1Cc2ccccc2C(=O)O1 (stereo not given)	3.5	0.2	-18.3	21.0	-4.2	4.4	7.7	-1.2	1.3	-2.7
44	Cc1onc(-c2ccccc2)c1C(=O)N1CCC(CO)(Cc2ccccc2)CC1	2.0	-7.8	28.0	0.9	-2.7	10.0	5.2	-0.1	0.1	8.1
45	CCc1c(C#N)sc(C(N)=O)c1CC	1.9	-5.8	1.1	30.3	-2.7	6.0	0.8	-3.4	5.8	-8.4
46	CN(C)C(CNc1ccc(C(N)=O)cc1[N+](=O)[O-])c1ccccc1 (stereo not given)	-3.6	-3.2	3.0	3.3	0.6	9.4	0.8	-1.4	32.9	4.2
47	O=C(NCc1ccncc1)C(=O)NCC1OCCCN1S(=O)(=O)c1cc(F)ccc1F (stereo not given)	-2.0	-4.2	18.5	7.8	-0.4	-5.0	2.1	-0.6	-1.7	4.5
48	CN1C(=O)c2ccc(S(=O)(=O)c3ccc(C(=O)O)cc3)cc2C1=O	0.3	2.4	3.6	2.9	0.2	-0.5	10.5	-4.1	/	-8.7
49	CCN(C(=O)COC(=O)c1ccc(Cl)nc1)C1CCS(=O)(=O)C1 (stereo not given)	-2.2	1.1	16.3	6.1	-2.1	-19.4	-0.6	-3.2	/	1.8
50	S=C(NCc1ccccc1)N1CCN(c2ccccc2)CC1	0.8	-6.1	28.4	0.6	-0.4	2.2	3.9	-2.1	/	-0.4
51	CC(C)CC(NC(=O)c1ccccc1)C(=O)OCC(=O)Nc1ccc(S(N)(=O)=O)cc1 (stereo not given)	0.3	5.6	7.3	-3.1	-1.2	4.7	5.8	-2.4	1.1	2.5
52	C[C@@H]1CCCCO[C@H](CN(C)C(=O)c2ccncc2)[C@H](C)CN([C@@H](C)CO)C(=O)c2cc(NC(=O)c3ccccc3)ccc2O1	0.8	/	/	-2.7	-0.3	5.2	9.3	/	-0.3&-0.9&-1.2	5.1
53	O=C(Nc1ccc(Cl)c(Cl)c1)O/N=C/c1ccncc1	0.6	-218.3	-12.9	-6.6	0.0	18.6	6.3	0.1	0.9	-4.8
54	CC(C)=CCC/C(C)=C/CC/C(C)=N/O	1.1	1.2	1.5	-2.8	-2.3	-0.4	-2.2	4.0	-0.2	7.5
55	CCc1ccccc1NC(=O)C1C(c2ccccc2)C1(Cl)Cl (stereo not given)	0.9	-13.8	24.6	-6.1	-2.6	7.1	-1.8	-1.2	-1.0	-5.1
56	O=C(/C=C/c1ccc(Br)cc1)NC(=S)N1CCOCC1	0.5	3.4	25.9	-4.0	-2.5	-2.0	10.5	1.1	/	-7.5
57	Cc1ccc(C(=O)N2CCN(c3ccc(NC(=O)c4cc(C)cc(C)c4)cc3)CC2)cc1	-4.2	/	5.5	-8.8	-2.6	1.7	-5.2	0.5	-2.4	-5.2
58	COc1ccc(NC(=O)CCC(=O)OCc2ccc(Br)cc2)cc1	5.3	-0.8	-4.8	-2.3	-1.6	-6.6	-6.2	0.9	0.8	14.3
59	Cc1nc(SCC(=O)NCCc2ccccc2)n[nH]1	-1.0	3.0	13.9	0.5	0.0	12.2	5.0	-0.5	-0.1	0.8
